Yfh1-off respiration: mitochondrial function rescue without frataxin homolog – Friedreich's ataxia, plus single-dose screen, dose response (AID 1465). S. cerevisiae Yfh1-off respiration, WST-1 reduction, 72 h; higher fold induction means a stronger effect. one-dose fold induction at 50 µM; EC50 in µM for titrated hits. 0.074% of 220,000 active;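 active means fold induction of absorbance versus untreated yeast above a set limit, then at least 30% activation at any dose in follow-up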;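 further: activators that raise dye reduction in frataxin-depleted yeast; strong numbers were not always called active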
Autophagy HCS: alters autophagy in cells; MEF GFP-LC3 puncta imaging; test concentration mostly 10 µM; calls only at 10 µM (by protocol); 0.98% of 190,000 active; AID 463193;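 active means percentage of spot-positive cells more than 3 SD above its plate mean, without a fluorescence outlier flag or 80% toxicity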;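 further: spot-positive cell cutoff set from DMSO-treated cells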
Insulin prom up: MIN6 insulin promoter up-regulation; MIN6 insulin promoter-GFP reporter, high-content imaging; hits give high values; z-score at 5 µM; 0.3% of 190,000 active; AID 1625;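 active means z-score above 3 at 5 µM with at least 500 cells counted in the well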
P. falciparum M17LAP: P. falciparum M17LAP inhibitors, primary screen, biochemical, fluorogenic H-Leu-NHMec substrate, 1536-well (AID 1619); recombinant M17LAP, H-Leu-NHMec fluorogenic kinetic assay; higher % means a stronger effect; one-dose inhibition, % at 30 µM; IC50 in µM for titrated hits; 0.38% of 220,000 active;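 active means compound inhibiting the enzyme by more than half at any dose during confirmatory dose-response retesting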;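 further: plate controls were full reaction with DMSO carrier for no effect and no enzyme background for full effect; strong numbers were not always called active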
Hep lipid drop: hepatic lipid droplet formation modulation; 0.4% of 240,000 active; AML12 mouse hepatocytes, oleate lipid droplets, BODIPY imaging; inhibition, % at 6.5 µM;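 active means lipid droplet intensity inhibited by at least 50%, with more than 500 cells counted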
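Material – AML12 mouse liver cells · Also added – oleate loading, 100 µM · Compound dosing – 6.5 µM single-point dosing · Times – overnight treatment with compound plus oleate · Measured by – fluorescence imaging, 20x objective, two fields per well · Read-out – percent inhibition of filter-corrected integrated lipid droplet intensity per well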
Dynein transport: blocks dynein driven cargo transport along microtubules | AID 1381 | 0.47% of 220,000 active | z-score, hits read low | 3617.4 mouse cells, GR-EGFP nuclear translocation imaging; test concentration mostly 20 µM; stimulated with dexamethasone, 1 µM; hits give low values;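 active means plate z-score of nuclear minus cytoplasmic receptor signal below a set negative limit, without overly bright fluorescence or cell loss, cut at about -3.5 in these data, passing the limit was not always enough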;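 further: z-score of nuclear minus cytoplasmic ring GR-EGFP intensity difference per well; some compounds called inactive have numbers as strong as hits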
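Buffer or medium: Induction medium lacking tetracycline, stripped serum | Also added: Dexamethasone agonist, 1.0 µM final, for 30 min | Timing: 48 h induction, 1 h compound, 30 min dex at 37 °C | Detection: Formaldehyde fixation, Hoechst nuclear stain, 10x automated fluorescence imaging | Measure: Nuclear versus cytoplasmic GR-EGFP signal, averaged per well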
P. falciparum M1AAP: P. falciparum M1AAP inhibitors, biochemical, fluorogenic H-Leu-NHMec substrate, 1536-well (AID 1445) | recombinant M1AAP, H-Leu-NHMec fluorogenic kinetic assay; higher % means a stronger effect | inhibition, % at 30 µM, or IC50 in µM where a hit was titrated | 0.42% of 220,000 active;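 active means primary inhibition above the hit cutoff, then over 50% inhibition at one or more dose response concentrations, cut at about 23% in these data, passing the limit was not always enough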;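 further: plate controls were DMSO full reaction for no effect and no enzyme background for full effect; strong numbers were not always called active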
MT stabilize HCS: microtubule stabilizers in HeLa cells; HeLa tubulin immunostaining HCS, 24 h; share of cells brighter than vehicle mean+2SD; % tubulin-high responders, % at 10 µM; 0.83% of 200,000 active;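 active means plate Z-score above 3 for both tubulin-high and condensed-nucleus cell shares, with cell loss under 80%, at 10 µM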;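 further: anti alpha tubulin signal scored within the nucleus-defined area of each cell; some results filed as inactive read as strong as hits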
ER stress rescue: protection against thapsigargin-triggered cell killing – 384-well, CSM14.1, ATP luminescence, primary screen (AID 1222); CSM14.1 thapsigargin-induced death rescue, ATP luminescence; higher % means a stronger effect; cellular ATP content (survival), % at 20 µM, or EC50 in µM where a hit was titrated; 190,000 tested, under 10 active;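 active means EC50 below 50 µM in the dose-response confirmation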;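 further: death triggered by thapsigargin at about 15 µM added after 2 h compound pretreatment; cell ATP read after overnight thapsigargin exposure of roughly 18 to 22 hours; normalized against plate controls of thapsigargin alone and 5% DMSO vehicle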
Dynein transport cytoplasmic EGFP: second read-out of Dynein transport, no call of its own (marks repeat the call); z-score; measured here: cytoplasmic GR-EGFP intensity; hits give high values
Dynein transport nuclear GR-EGFP: recorded beside Dynein transport, whose call it bears; z-score; measured here: nuclear GR-EGFP intensity;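 lower value marks the stronger effect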
Dynein transport cell count: also measured in Dynein transport; calls as there; z-score; measured here: cell count per field
Insulin prom up cell count: second read-out of Insulin prom up, no call of its own (marks repeat the call); cell count; measured here: cytotoxicity, nuclei count;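 total cells summed across four imaged fields per well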
Hep lipid drop cells 6.5 µM: further read-out of Hep lipid drop, marked with its call; cell count; measured here: cell count, cytotoxicity flag;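 cells counted across two imaged fields per well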
MT stabilize HCS Hoechst-high %: also measured in MT stabilize HCS; calls as there; % Hoechst-high responders; measured here: nuclear condensation Hoechst responders;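 share of cells brighter than vehicle mean plus two SD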
MT stabilize HCS cytotoxicity %: second read-out of MT stabilize HCS, no call of its own (marks repeat the call); toxicity, %; measured here: cytotoxicity by cell density;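 0% = mean cell density of plate MIN control wells and 100% = no cells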
Autophagy HCS cell loss 18 h: second read-out of Autophagy HCS, no call of its own (marks repeat the call); toxicity, %; measured here: cell loss, nuclei count;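 cell loss after 18 h compound exposure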
* = called active by the depositor; i = inactive; . = not tested or not shown; + = active, no number.

The line under a structure holds: Yfh1-off respiration	Autophagy HCS	Autophagy HCS cell loss 18 h	Insulin prom up	Insulin prom up cell count	P. falciparum M17LAP	Hep lipid drop	Hep lipid drop cells 6.5 µM	Dynein transport	Dynein transport cytoplasmic EGFP	Dynein transport nuclear GR-EGFP	Dynein transport cell count	P. falciparum M1AAP	MT stabilize HCS	MT stabilize HCS Hoechst-high %	MT stabilize HCS cytotoxicity %	ER stress rescue
(1) CCC(=O)OCCNc1cc(Sc2nc3ccccc3s2)c2nonc2c1[N+](=O)[O-]
    i	i	1	-1.2	856	-6%	.	.	-2	0.0078	-0.7	0.46	8%	2.0	1.2	8.2	-1.1%
(2) Cc1ccc(CCNC(=O)C2CCC(CNc3c(N4CCC(C)CC4)c(=O)c3=O)CC2)cc1 (centres undefined)
    i	i	-20	-0.05	1038	-13%	-111	578	1.8	-0.035	2	-1.7	5%	4.1	2.5	9.6	-2.3%
(3) Nc1nc(SCC(=O)NNc2c(Cl)cc(Cl)cc2Cl)n[nH]1
    i	i	-8	.	.	12%	11	602	-0.92	-0.27	-0.63	0.99	7%	3.2	3.5	6.1	-3.4%
(4) CCOc1ccc(C2C(C(=O)Nc3ccccc3)=C(C)N=c3s/c(=C/c4cccc(OCC(=O)O)c4)c(=O)n32)cc1 (centres undefined)
    i	i	-3	.	.	5.9µM*	-4	761	-1	-0.26	-0.57	0.81	12%	1.6	1.0	5.6	3.2%
(5) CCC(C)(C)n1nnnc1CN1CCN(c2nc3cc(OC)ccc3cc2C#N)CC1
    i	i	10	.	.	-8%	.	.	-0.36	-0.19	-0.0077	0.29	2%	0.7	2.0	14	0.3%
(6) NCCCNc1ccc([N+](=O)[O-])cc1C(F)(F)F
    i	i	2	-0.22	1568	.	-1	694	0.31	-0.18	0.7	0.068	.	1.4	1.2	2.6	-1.5%
(7) Cc1ccc(NS(=O)(=O)c2ccc(-c3csc(C)n3)s2)c(C)c1
    i	.	.	-0.31	1077	6%	.	.	-0.19	-0.25	0.34	0.0033	0%	.	.	.	.
(8) CC(NC(=O)CCCN1C(=O)c2ccccc2C1=O)c1ccc2c(c1)CCCC2 (centres undefined)
    i	i	-8	.	.	5%	1	769	-0.77	9e-05	-0.013	1.1	2%	3.0	1.4	8.3	-0.7%
(9) N#CC1=C(SCC(=O)Nc2ccccc2)NC(=O)CC1c1ccco1 (centres undefined)
    i	+	8.6*	.	.	43%	.	.	1.2	-0.22	0.94	-1.2	6%	50*	21*	40*	.
(10) COc1ccc(CNc2nc3ccccc3n2CCN2CCCCC2)cc1
    i	i	-32	-0.56	1399	-1%	-4	729	-0.68	-0.27	-0.15	0.59	7%	2.6	2.1	3.5	-2.7%
(11) C=CCc1cc(Cl)ccc1OC(=O)Nc1cccc(Cl)c1
    i	.	.	0.02	1080	-4%	-9	734	-0.51	-0.26	-0.65	0.51	-1%	.	.	.	.
(12) NC(=O)/C(=N\O)c1ccccc1
    i	i	15	.	.	-2%	.	.	2.5	-0.084	2	-2.2	4%	5.0	3.9	9.5	1.2%
(13) Cc1ccc(Nc2nc(N)nc(CN3CCCCCC3)n2)c(C)c1
    i	i	-7	-1.1	1319	10%	-5	710	-0.55	-0.27	-0.39	0.77	2%	3.2	2.4	58	-1.9%
(14) O=C(Cn1cnc2ccccc2c1=O)Nc1cccc(-c2nnc3n2CCCCC3)c1
    i	i	8	.	.	28%	14	786	0.00013	-0.21	-0.18	-0.2	-4%	2.4	2.0	0.3	1.8%
(15) O=C(Nc1nccs1)NC(C(F)(F)F)C(F)(F)F
    i	i	-7	-0.4	949	-6%	-2	810	0.3	-0.23	0.26	0.43	3%	0.9	1.8	8.9	0.8%
(16) CCc1ccc(NC(=O)CSc2nc3ccccc3c(=O)n2CCCC(=O)N2CCCC2)cc1
    i	i	23	1.1	856	-4%	1	787	-0.55	0.92	0.14	0.72	-4%	27*	17*	43*	0.6%
(17) CN=C(Nc1ccccc1)SC1CC(=O)N(c2cccc(OC)c2)C1=O (centres undefined)
    i	i	11	1.1	1668	-4%	28	622	0.39	-0.36	0.83	0.34	1%	3.7	5.0	8.5	-1.4%
(18) Cc1cccc(NC(=O)CSc2nncn2-c2ccccn2)c1
    i	i	5	1.2	1106	6%	-1	762	1.2	-0.28	0.99	-0.52	-6%	2.2	3.1	8.6	-1.6%
(19) O=C1C(=Nc2cccc(Cl)c2)CC(c2ccc(Cl)cc2)N1c1cccc(Cl)c1 (centres undefined)
    i	.	.	-1.2	1281	-1%	11	749	0.7	-0.22	0.12	-0.12	0%	.	.	.	.
(20) CCCC(C)NS(=O)(=O)c1ccc(OC)c(C)c1 (centres undefined)
    i	i	5	-0.44	1009	1%	-8	808	1.4	-0.51	0.91	-0.55	3%	1.2	1.8	4.4	-0.5%

Results in Hep lipid drop cells 6.5 µM and Dynein transport cytoplasmic EGFP, for 2 of the compounds above:
item	molecule	Hep lipid drop cells 6.5 µM	Dynein transport cytoplasmic EGFP
17	CN=C(Nc1ccccc1)SC1CC(=O)N(c2cccc(OC)c2)C1=O (centres undefined)	622	-0.36
18	Cc1cccc(NC(=O)CSc2nncn2-c2ccccn2)c1	762	-0.28

The results go on:
The line under a structure holds: Yfh1-off respiration	Autophagy HCS	Autophagy HCS cell loss 18 h	Insulin prom up	Insulin prom up cell count	P. falciparum M17LAP	Hep lipid drop	Hep lipid drop cells 6.5 µM	Dynein transport	Dynein transport cytoplasmic EGFP	Dynein transport nuclear GR-EGFP	Dynein transport cell count	P. falciparum M1AAP	MT stabilize HCS	MT stabilize HCS Hoechst-high %	MT stabilize HCS cytotoxicity %	ER stress rescue
(21) COc1cc2c(cc1NC(=O)C(C)OC(=O)/C=C/c1ccc(OC(F)F)cc1)oc1ccccc12 (centres undefined)
    i	i	-2	-0.15	1221	11%	14	614	-0.6	-0.23	-0.057	0.73	5%	1.7	2.3	7.9	-1.7%
(22) COc1ccc(OCC(=O)NC(=S)Nc2ccc(N3CCOCC3)c(Cl)c2)cc1
    i	i	-6	.	.	8%	-5	747	-0.23	-0.24	-0.12	-0.15	3%	2.7	1.5	0.2	1.3%
(23) O=C(/C=C/c1ccc([N+](=O)[O-])cc1)N(c1ccccn1)C1CCCCC1
    i	i	1	0.59	1108	4%	8	626	-2	-0.1	-1	0.85	16%	2.8	2.0	8.3	-1.4%
(24) COc1cc(/C(C#N)=C/c2cccc3ccccc23)c([N+](=O)[O-])cc1OC
    i	i	21	-0.48	1238	9%	2	731	-0.55	-0.26	0.56	-0.25	7%	4.2	3.9	4.7	-2.0%
(25) CCCCOc1ccc(CC2CCC(=O)NC2=O)cc1 (centres undefined)
    i	i	4	0.36	1320	15%	-1	689	-0.11	-0.24	-0.13	0.7	5%	1.3	1.6	4.1	0.0%
(26) CCOC(=O)N1CCN(S(=O)(=O)c2ccc(F)c(C(=O)Nc3cccc(C)c3C)c2)CC1
    i	i	12	-0.51	1622	-8%	.	.	0.57	-0.25	0.72	-0.93	-2%	4.5	3.1	3.7	0.6%
(27) Cn1nnnc1SCC(=O)N(C1CCCCC1)C1CCCCC1
    .	i	5	-1.2	1259	-11%	.	.	-1.2	-0.2	-0.55	0.02	-3%	4.6	1.6	6.4	-0.8%
(28) CC(OCCN1CCCC1)(c1ccc(F)cc1)c1ccc(F)cc1
    i	i	1	-2.1	1112	3%	-21	645	0.9	-0.17	0.38	-1.2	0%	4.9	2.2	0.2	0.8%
(29) Cc1ccc(-n2c(C)nc3ncnc(-c4ccccc4)c32)cc1
    i	i	-4	0.1	1236	-3%	8	604	0.081	-0.27	-0.33	0.093	6%	2.3	2.8	7.5	0.7%
(30) CN(C)CCCOC(=O)CCc1ccccc1
    i	i	-6	.	.	11%	-20	644	-0.83	1.1	0.11	1.5	5%	2.5	0.1	34	-1.3%
(31) COc1ccc(/C=N/Nc2nc3ccccc3[nH]2)c(OC)c1OC
    i	.	.	-0.54	1274	4%	1	665	-0.52	-0.064	-0.14	0.68	2%	.	.	.	.
(32) COc1ccc(-c2cc(C(F)(F)F)nc(SCC(=O)NCCN3CCOCC3)n2)cc1OC
    i	i	56	.	.	13%	1	773	-0.72	-0.25	-0.44	0.24	5%	3.0	2.4	1.9	-2.0%

Bioassay records (PubChem)
